# Bioassay records: PubChem BioAssay, National Center for Advancing Translational Sciences (NCATS)
# POLK inh: inhibitors of human DNA polymerase kappa; Potency, µM (doses to about 107 µM), for the others: at the top dose activity, negative = inhibition, actives largely listed as inhibitors; purified Pol kappa, fluorescent DNA synthesis assay, 10 min; hit rate 0.53% among 400,000; AID 588579; also: potency is read from the fitted curve at half-maximal effect; % is scaled to controls: 0 for no effect and ±100 for the full control effect
# Target sequence (Q9UBT6 whole entry, looked up): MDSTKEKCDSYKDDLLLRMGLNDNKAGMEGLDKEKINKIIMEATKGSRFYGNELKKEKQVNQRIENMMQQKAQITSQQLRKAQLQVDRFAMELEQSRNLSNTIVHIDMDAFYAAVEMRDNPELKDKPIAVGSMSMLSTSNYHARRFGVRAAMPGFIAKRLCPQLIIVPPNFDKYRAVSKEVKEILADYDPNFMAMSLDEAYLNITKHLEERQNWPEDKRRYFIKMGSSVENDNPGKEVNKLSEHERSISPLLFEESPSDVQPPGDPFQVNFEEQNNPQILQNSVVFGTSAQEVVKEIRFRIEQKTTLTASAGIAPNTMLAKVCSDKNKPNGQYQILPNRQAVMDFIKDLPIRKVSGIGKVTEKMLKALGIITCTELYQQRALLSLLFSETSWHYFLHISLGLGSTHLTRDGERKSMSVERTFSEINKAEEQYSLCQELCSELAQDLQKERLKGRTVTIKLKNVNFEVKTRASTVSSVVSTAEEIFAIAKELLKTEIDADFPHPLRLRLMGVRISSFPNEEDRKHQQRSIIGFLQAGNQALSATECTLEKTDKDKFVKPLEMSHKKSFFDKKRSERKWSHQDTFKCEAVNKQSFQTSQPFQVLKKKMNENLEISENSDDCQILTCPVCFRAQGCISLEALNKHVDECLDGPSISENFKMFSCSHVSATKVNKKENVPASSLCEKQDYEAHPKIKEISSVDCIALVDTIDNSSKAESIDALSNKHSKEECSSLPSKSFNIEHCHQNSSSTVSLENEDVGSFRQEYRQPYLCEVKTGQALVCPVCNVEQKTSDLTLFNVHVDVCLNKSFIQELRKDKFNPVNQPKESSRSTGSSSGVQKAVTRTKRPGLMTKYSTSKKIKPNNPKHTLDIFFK
#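 Fluorescent qHTS in 1536-well format: enzyme (10 nM) and compound sat 15 min at room temperature before 50 nM substrate (final) was added. Signal taken at 0 and 10 min; no-enzyme buffer wells were negative controls.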
# GRP78 ERSR act: induces the endoplasmic reticulum stress response in human glioma cells; U87-MG GRP78 promoter luciferase reporter, 16 h; Potency, µM, inactives show top-dose activation, most hits filed as activators; hit rate 0.02% among 420,000; AID 602332; also: potency is read from the fitted curve at half-maximal effect; series mostly up to about 76 µM; % of control where 0% means no effect; nearly all actives have a fitted effect of over 35% in size
#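 Stably transfected U87-MG glioma cells carrying a GRP78-based luciferase sensor; 16 h compound incubation. Luminescence end-point read 10 min after Bright-Glo addition at room temperature.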
# LDHA inh: inhibitors of human lactate dehydrogenase A | AID 1347041 | hit rate 0.15% among 480,000 | activity change, % (values are at about 110 or 230 µM) | P00338 | purified LDHA, NADH/diaphorase-resazurin fluorescence; hits give low values; in the data active = activity change below about -30%; inconclusive = mostly about -25% to -30%;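 also: plate controls were DMSO wells for no effect and wells without enzyme for full effect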
#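 LDH5 2 nM; NADH 0.06 mM, pyruvate 0.2 mM; 200 mM Tris pH 7.4, EDTA, Tween-20; 5 min RT. Detection: diaphorase 0.133 mg/mL + resazurin 37 µM, fluorescence ex540/em590 at 0 and 20 min; normalized to enzyme-free and DMSO wells.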
# BLM helicase inh: Bloom syndrome helicase (human) inhibition. P54132. recombinant BLM DNA unwinding, fluorescence dequenching. Potency, µM (doses to about 56.1 µM), without a hit: at the highest dose activity change, negative = inhibition, actives largely listed as inhibitors. hit rate 0.2% among 350,000;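 also: potency is read from the fitted curve at half-maximal effect; plate controls were vehicle for no effect and no enzyme for full effect; nearly all actives have a fitted effect of over 35% in size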
# APE1 inh: blocks human APE1 abasic DNA cleavage. P27695. recombinant APE1, TAMRA/BHQ-2 abasic DNA cleavage fluorescence. hit rate 0.35% among 350,000. AID 2517. Potency, µM (doses to about 65.8 µM), without a hit: at the top dose activity change, negative = inhibition, most hits filed as inhibitors;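 also: potency is read from the fitted curve at half-maximal effect; plate controls were vehicle for no effect and reference inhibitor for full effect; nearly all actives have a fitted effect of over 55% in size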
#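 Enzyme (0.75 nM final) and test compound are incubated 15 min at room temperature before adding 50 nM quenched THF abasic-site duplex. Cleavage dequenches TAMRA, followed at 525/598 nm over three reads one minute apart.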
# Pol eta inh: inhibitors of human DNA polymerase eta; Q9Y253; recombinant Pol eta, fluorescent DNA replication assay; Potency, µM (top dose mostly 114 µM), inactives show at the highest dose activity change, negative = inhibition, usual class: inhibitors; hit rate 1.2% among 390,000; also: potency is read from the fitted curve at half-maximal effect; % is scaled to controls: 0 for no effect and ±100 for the full control effect
#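 Pol eta (10 nM) was preincubated with compounds for 15 min at room temperature, after which fluorescent replication substrate (50 nM final) was added to start the reaction. Fluorescence was read kinetically at 0 and 10 min.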
# Anesthetic bind: binds horse apoferritin like a general anesthetic. P02791. apoferritin/1-aminoanthracene competitive binding, fluorescence. Potency, µM (top dose mostly 77.5 µM), for inactives: at the highest dose activity change, negative = displacement, most hits filed as inhibitors. hit rate 0.074% among 350,000. AID 485281; also: potency is read from the fitted curve at half-maximal effect; % is scaled to controls: 0 for no effect and ±100 for the full control effect; nearly all actives have a fitted effect of over 20% in size
# Target sequence (P02791 2-175 limits assumed): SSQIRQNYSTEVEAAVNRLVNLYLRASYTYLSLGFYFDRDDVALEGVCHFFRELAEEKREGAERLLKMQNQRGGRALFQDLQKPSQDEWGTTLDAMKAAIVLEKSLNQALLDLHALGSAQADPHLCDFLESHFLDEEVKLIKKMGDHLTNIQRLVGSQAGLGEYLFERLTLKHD
#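 Horse-spleen apoferritin (10 uM) in 50% saturated 1-aminoanthracene in PBS was incubated 10 min at room temperature with compound. Fluorescence (ex 380, em 535 nm) was normalized to free and bound 1-AMA, with concentration-response fitted by a four-parameter Hill equation.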
# POLI inh: DNA polymerase iota (human) inhibition. Q9UNA4. Pol iota fluorescent replication assay, 10 min. Potency, µM (doses to about 115 µM), for inactives: at the top dose activity, negative = inhibition, actives largely listed as inhibitors. hit rate 1% among 390,000; also: potency is read from the fitted curve at half-maximal effect
#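 Pol iota at 10 nM preincubated 15 min with compounds at room temperature; reaction started with fluorescent substrate, 50 nM final. Fluorescence read kinetically at 0 and 10 min; buffer-only wells as negative control.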
# POLB inh: DNA polymerase beta (human) inhibition | P06746 | Pol beta primer extension/strand displacement, fluorescence kinetic | Potency, µM (doses to about 114 µM), for the others: at the highest dose activity change, negative = inhibition, most hits filed as inhibitors | hit rate 1.3% among 340,000 | AID 485314; also: potency is read from the fitted curve at half-maximal effect; % is scaled to controls: 0 for no effect and ±100 for the full control effect
#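 Homogeneous kinetic assay of primer extension and strand displacement by 10 nM Pol beta, preincubated 15 min at room temperature with compound before 50 nM substrate (final) was added. Read at 0 and 10 min; four-parameter Hill fit.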
# * hit, by the source's call; ? = inconclusive; · = no result given; & = joins results of further samples; [ ] = another dose, or the depositor's remark. Unless noted, calls follow the shape of the dose curve; as a rule, active = well fitted curve in the direction sought with a large enough effect; inconclusive = small, poorly fitted or top-dose-only effect, or another doubt; inactive = no such curve, though single readings can be large; an effect the other way counts as inactive or inconclusive. This is a subset (hit frequency here may not be typical).
SMILES,POLK inh,GRP78 ERSR act,LDHA inh,BLM helicase inh,APE1 inh,Pol eta inh,Anesthetic bind,POLI inh,POLB inh
O=C(Nc1ccc(F)cc1)C1CCCN(S(=O)(=O)c2ccc(-n3cnnn3)cc2)C1 (stereo not given),0%,-7%,-11,-2%,7%,-16%,-6%,47%[activator],13%
Nc1ccc(O)cc1C(=O)OCC(=O)c1ccc(C2CCCCC2)cc1,-2%,-5%,-1,-10%,11%,-21%,?,31%[activator],26%
CC1=C(C(=O)NCc2ccccc2)C(c2ccc(C)o2)n2ncnc2N1 (stereo not given),-3%,-6%,2,-1%,-7%,-7%,-8%,33%[activator],8%
O=S(=O)(NC1=NCCC1)c1cccc(NS(=O)(=O)c2ccc(OC(F)(F)F)cc2)c1,-3%,-3%,-11,1%,3%,-8%,-7%,16%,8%
CCc1nnc(NC(=O)c2sc3nc4c(cc3c2N)CCCCCC4)s1,-43%,10%,-3,-21%,1%,40µM*,66%[activator],25µM*,40µM*
COCCOC(=O)c1cc(C(=O)c2cc(Cl)ccc2O)coc1=N,-4%,-8%,-3,-5%,3%,-13%,-11%,36%[activator],3%
CCOC(=O)C(=O)Nc1ccccc1C(=O)OCC,-6%,-2%,-11,-15%,-7%,-13%,-15%,110%[activator],0%
CCOc1ccc(NC(=O)CCN2C(=O)C3CCCCC3C2=O)cc1OCC (stereo not given),0%,-2%,2,·,22%,-12%,·,-5%,·
COc1ccc(/C=C(/NC(=O)c2cccs2)C(=O)NC(C)(C)C)cc1OC,-11%,-2%,-8,-7%,18%,-14%,-4%,145%[activator],4%
O=C(O)CNC(=O)C12CC3CC(CC(Cl)(C3)C1)C2,-6%,-3%,-11,1%,0%,-7%,-19%,6%,-3%
O=C(COC(=O)c1ccccc1Br)Nc1cc(S(=O)(=O)N2CCOCC2)ccc1N1CCCC1,-16%,4%,-6,-5%,10%,-18%,-2%,78%[activator],9%
Cc1ccc2cc3c(NC(=O)C4CCCO4)nn(CC(C)C)c3nc2c1 (stereo not given),-8%,1%,0,-15%,7%,-9%,55%[activator],-8%,3%
CCOc1ccc(C(=O)N2CCC(c3ccncc3)CC2)cc1,-8%[60.1 µM],-3%,-5,2%,·,-1%,-5%,-2%,-28%
CC(=O)Nc1cccc(NC(=O)c2cccc(S(=O)(=O)N3CCN(Cc4ccccc4)CC3)c2)c1,-12%,-2%,-5,·,8%,-9%,·,-3%,·
COc1cccc(-c2noc(CCC(=O)NCC3CCCO3)n2)c1 (stereo not given),-9%,1%,10&0,-10%,0%,-4%,-4%,0%,-1%
CC(C)C(C(=O)NCC1CCCO1)N(Cc1ccccc1)C(=O)CNS(=O)(=O)c1ccccc1 (stereo not given),-8%,-2%,-14,-2%,-12%,2%,-8%,90%[activator],-1%
CCc1cccc(C)c1NC(=O)CCCN1C(=O)NC(C)(C)C1=O,-10%,-5%,-12,·,24%,-16%,·,22%,·
N#Cc1cc2c(=O)n3ccccc3nc2n(-c2nnc(SCc3ccccc3)s2)c1=O,-3%,·,3,-8%,·,·,3%,-1%,-10%
O=C(CSc1nc(C2CC2)nc2ccccc12)Nc1ccccc1,-6%,-6%,-12,-3%,31%[12.4 µM],5%,-10%,8%,6%
COc1ccc(Cn2c(C(=O)O)c(CNCc3ccc(OC)cc3OC)c3ccc(C)cc32)cc1,-3%,-4%,3,-3%,·,-21%,-12%,33%[activator],5%

# Structures listed so far that bear a hit mark in POLI inh:
SMILES	POLK inh	GRP78 ERSR act	BLM helicase inh	APE1 inh	Pol eta inh	POLI inh	POLB inh
CCc1nnc(NC(=O)c2sc3nc4c(cc3c2N)CCCCCC4)s1	-43%	10%	-21%	1%	40µM*	25µM*	40µM*

# Continued.
SMILES,POLK inh,GRP78 ERSR act,LDHA inh,BLM helicase inh,APE1 inh,Pol eta inh,Anesthetic bind,POLI inh,POLB inh
COCCCn1c(=O)/c(=C\c2ccccc2OC(F)F)s/c1=C(/C#N)C(=O)NC(C)C,-3%,-2%,-2,-7%,1%,-6%,2%,1%,-7%
C=CSc1sc(Cl)c(N2CCOCC2)c1[N+](=O)[O-],-8%,-4%,-5,-7%,12%,1%,?,44%[activator],-11%
CN1CCC(CNC(=O)Nc2ccccc2)(c2ccccc2)CC1,-1%,-1%,2,-11%,16%,-17%,2%,64%[activator],22%
Cc1ccccc1C(=O)N1CCC(C(=O)Nc2ccc3c(c2)OCO3)CC1,-4%,0%,-3,0%,0%,0%,2%,9%,-24%
CC(=O)Nc1ccc(N2C(=O)c3ccc(C(=O)Nc4nnc(SCc5ccc(F)cc5)s4)cc3C2=O)cc1,7%,-1%,0,-3%,8%,-17%,-7%,-9%,-21%
CCC(C)NC(=O)CSc1c2c(nc3ccccc13)CCCC2 (stereo not given),4%[60.1 µM],-13%,3,2%,-2%,-2%,-5%,-10%,3%
COc1ccc(NC(=O)CC(CC(=O)O)c2cc(OC)c(OC)c(OC)c2)cc1 (stereo not given),0%,0%,3,2%,14%,-16%,5%,?,32%[activator]
COc1ccc(S(=O)(=O)NCc2csc(C)n2)cc1,-1%,-3%,-9,-5%,-2%,9%,-9%,-1%,34%
Cn1nnnc1NCc1c(F)cccc1Cl,-7%,-3%,-7,2%,-6%,4%,31%[activator],38%[activator],0%
O=C(N/N=C/c1cn(-c2ccccc2)nc1-c1ccc(F)cc1)c1ccc2c(c1)OCO2,-24%,4%,-3,-5%,2%,-7%,-14%,2%,2%
COc1cc(C(C(=O)NCC2CCCO2)N(C(=O)Cn2nnc3ccccc32)c2ccc(C(C)=O)cc2)ccc1O (stereo not given),-11%,-3%,-2,-1%,43%,-2%,-4%,44%[activator],20%
S=c1[nH]nc(-c2ccc(Cl)cc2)n1-c1cccnc1,-6%,-3%,-8,-5%,0%,5%,5%,17%,-1%
COc1ccccc1-n1c(SC(C)C(=O)NCC2CCCO2)nc2cc(Cl)ccc2c1=O (stereo not given),-4%,-3%,-5,·,4%,-22%,·,31%[activator],·
COc1ccc(O[C@H]2C=C[C@@H](c3ccccc3)O[C@@H]2CO/N=C/C[C@@H]2C=C[C@H](OC(C)=O)[C@@H](COC(C)=O)O2)cc1,·,·,·,-9%,4%,·,16%,·,-11%
CC1(C)C=Cc2cc(-c3coc4cc(O)cc(O)c4c3=O)cc(O)c2O1,3%,3%,5,·,·,-10%,·,18%,·
Cc1ccccc1Nc1c(-c2cccs2)nc2cccc(C)n12,0%,-1%,1,-3%,·,-16%,-2%,13%,0%
Nc1cccnc1Sc1cc(Cl)c(Cl)cc1Cl,-5%,1%,0,-2%,-14%,-12%,?,3%,-17%
CCOc1ccc(OCCOc2ncnc3ccccc23)cc1,-4%,0%,-3,-5%,-3%,-19%,-12%,23%,26%
Cc1ccc(S(=O)(=O)CCC(=O)OCCOc2cccc(Br)c2)cc1,-8%,-2%,-18,·,-14%,0%,·,-9%,·
O=C(CSc1nccc(=O)[nH]1)Nc1ccc(N2CCOCC2)cc1,-15%,-3%,1,-1%,14%,-1%,-2%,6%,-24%

# Next section, starting with the last 2 of the part before.
SMILES,POLK inh,GRP78 ERSR act,LDHA inh,BLM helicase inh,APE1 inh,Pol eta inh,Anesthetic bind,POLI inh,POLB inh
Cc1ccc(S(=O)(=O)CCC(=O)OCCOc2cccc(Br)c2)cc1,-8%,-2%,-18,·,-14%,0%,·,-9%,·
O=C(CSc1nccc(=O)[nH]1)Nc1ccc(N2CCOCC2)cc1,-15%,-3%,1,-1%,14%,-1%,-2%,6%,-24%
COc1cc([N+](=O)[O-])ccc1NC(=O)NN1CCN(C)CC1,-13%,-2%,1,-11%,2%,6%,-2%,1%,21%
CC(=O)Nc1ccc(NC(=O)CCCCCN2C(=O)c3ccccc3C2=O)cc1,0%,-5%,-3,-5%,-5%,-17%,4%,19%,10%
Cc1ccc(Sc2ccncc2S(N)(=O)=O)cc1,-9%,-4%,-7,1%,-2%,-23%,-4%,14%,1%
COc1ccc2c(c1)c(=O)oc1cc(OCC(=O)N3CCCC(C)C3)ccc12 (stereo not given),-22%,-4%,-8,-7%,?,?,-12%,?,4µM*
COc1ccc(NC(=O)N(C)C[C@H]2Oc3ccc(NC(=O)Nc4ccc(C(F)(F)F)cc4)cc3C(=O)N([C@H](C)CO)C[C@@H]2C)cc1,0%,-2%,3,·,-15%,-17%,·,-19%,·
CC(C)/C=C/CN1CCC(Oc2ccc(C(=O)N3CCCC3)cc2)CC1,·,·,·,-2%,6%,·,-8%,·,-3%
Cc1ccc(-n2ncc(C(=O)Nc3ccc4c(c3)OCCO4)c2C2CCN(C(=O)OC(C)(C)C)CC2)cc1,-14%,-6%,2,-13%,·,-18%,5%,-8%,1%
COc1cc(NC(=O)c2cc(-c3cccs3)on2)c(OC)cc1Cl,-18%,0%,-3,-3%,·,-17%,-3%,-6%,1%
COc1ccc(-c2ccc(=O)n(CC(=O)NCc3ccco3)n2)cc1,-4%,-3%,4,-10%,?,?,?,?,50µM*
N#Cc1ccccc1OCC(=O)OCC(=O)c1c[nH]c2ccccc12,-16%,-2%,-3,·,13%,-13%,·,2%,·
O=C(Nc1ccc2oc(-c3ccccc3)nc2c1)c1ccco1,6%,3%,-9&0,0%,3%,-18%,-15%,-20%,38%
CC(NC(=O)/C(C#N)=C/c1ccc([N+](=O)[O-])o1)c1ccccc1 (stereo not given),-38%,-19%,8,-8%,11%,50µM*,-9%,20µM*,40µM*
COc1cc(NC(=O)c2ccccc2Cl)c(OC)cc1NC(=O)CN1CCOCC1,-10%,-2%,8,-4%,11%,-6%,-13%,28%,30%
Cc1ccnc(NC(=O)CCC(=O)N(CC(=O)NCCc2ccccc2)c2ccc(F)cc2)c1,-36%,0%,-9,1%,-3%[12.4 µM],3%,1%,16%,55%
